DTT redox prof – compounds producing H2O2 with reducing agent – biochemical, NIH compound library profiling, artefact control for MLSCN library redox annotation, primary screen. 0.03% of 200,000 active. DTT-dependent redox cycling H2O2, phenol red/HRP absorbance; 100% = 100 µM peroxide control, 0% = buffer. activation, % at 10 µM. AID 878;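 active means activation of at least 50% relative to the plate's high and low controls in the primary single-dose screen; inactive means activation below 50%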;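 further: compound incubated with DTT at 0.8 mM final as the reducing agent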
PMI activator – increases human mannose-6-phosphate isomerase activity; purified human PMI, coupled resazurin fluorescence, 20 min; hits give high values; 1 = vehicle control, 0 substrate-free wells; activation factor at 20 µM; 0.005% of 190,000 active; AID 1214;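 active means activation factor of 2 or more at 20 µM, relative to plate controls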
Target sequence (P34949 whole entry, looked up): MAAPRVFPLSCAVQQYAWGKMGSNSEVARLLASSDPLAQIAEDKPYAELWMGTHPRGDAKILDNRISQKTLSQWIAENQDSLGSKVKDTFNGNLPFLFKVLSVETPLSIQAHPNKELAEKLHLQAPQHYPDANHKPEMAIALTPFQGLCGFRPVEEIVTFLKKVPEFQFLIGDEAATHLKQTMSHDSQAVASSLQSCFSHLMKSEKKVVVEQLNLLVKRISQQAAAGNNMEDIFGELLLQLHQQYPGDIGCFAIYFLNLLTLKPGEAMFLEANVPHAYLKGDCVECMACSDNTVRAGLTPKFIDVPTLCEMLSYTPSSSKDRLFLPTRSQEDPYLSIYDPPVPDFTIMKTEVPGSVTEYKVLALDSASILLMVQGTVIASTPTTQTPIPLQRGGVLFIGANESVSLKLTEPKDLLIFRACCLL
HMGR II inh – inhibitors of class II HMG-CoA reductase from Enterococcus faecalis; 0.41% of 190,000 active; purified E. faecalis HMGR, NADPH absorbance 340 nm kinetic; inhibition, % at 10 µM;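 active means inhibition above a set limit, the median over all tested compounds plus 3 SD, cut at about 9.5% in these data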;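 further: enzyme runs in reverse so mevalonate oxidation gives rising NADPH absorbance; 0% = complete reaction with DMSO and 100% = background rate lacking mevalonate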
PMI act hi M6P – activators of human phosphomannose isomerase at near-saturating mannose 6-phosphate | P34949 | coupled PMI enzyme assay, resazurin fluorescence, 20 min; hits give high values; 1 = untreated enzyme, 0 = substrate-free blank | activation factor at 20 µM | 0.34% of 190,000 active;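 active means activation factor of 2 or more at 20 µM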
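assay system = human phosphomannose isomerase with PGI, G6PDH, diaphorase coupling enzymes | quantity = 15 ng/mL PMI | incubation = enzyme reaction with compound 20 min at room temperature | medium = HEPES pH 7.4 buffer with MgCl2 and Tween-20 | compound dosing = one concentration, 20 µM, in 1% DMSO | measured by = Diaphorase-driven resazurin-to-resorufin fluorescence, excitation 544, emission 590 nm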
S1P3 antagonist – antagonists of human S1P3 receptor. Q99500. CHO S1P3 NFAT-BLA reporter, FRET fluorescence, antagonist mode. inhibition, % at 4.98 µM. 0.27% of 170,000 active;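 active means inhibition above the plate cutoff, the mean inhibition of test wells on that plate plus 3 SD, cut at about 28% in these data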;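 further: cells challenged with S1P at its EC80 of 0.8 µM; blue over green emission ratio from cleaved BLA substrate after 4 h stimulation; 0% = S1P-stimulated wells and 100% = unstimulated DMSO-only wells; some compounds past the cut are filed as inactive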
Hsp70 activator – Hsp70 transcriptional activation, primary screen | HeLa Hsp70 promoter luciferase reporter, luminescence; scaled: vehicle 0, proteasome-inhibitor control 100% | activation, % at 10 µM | 0.04% of 200,000 active;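 active means activation above the mean across all tested compounds plus 3 SD, cutoff set per campaign, cut at about 5.5% in these data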;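 further: 100% = MG132 at 30 µM as the positive control and 0% = DMSO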
TNAP inh hi DEA – inhibitors of human TNAP at high phosphate acceptor concentration; P05186; purified TNAP, CDP-star luminescence, 1 M DEA; inhibition, % at 20 µM; 0.03% of 200,000 active; AID 1135;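 active means over 50% inhibition of tissue-nonspecific alkaline phosphatase at 20 µM in the single-dose screen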;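 further: plate controls were DMSO wells for no effect and EDTA-quenched wells as full inhibition for full effect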
Target sequence (P05186 whole entry, looked up): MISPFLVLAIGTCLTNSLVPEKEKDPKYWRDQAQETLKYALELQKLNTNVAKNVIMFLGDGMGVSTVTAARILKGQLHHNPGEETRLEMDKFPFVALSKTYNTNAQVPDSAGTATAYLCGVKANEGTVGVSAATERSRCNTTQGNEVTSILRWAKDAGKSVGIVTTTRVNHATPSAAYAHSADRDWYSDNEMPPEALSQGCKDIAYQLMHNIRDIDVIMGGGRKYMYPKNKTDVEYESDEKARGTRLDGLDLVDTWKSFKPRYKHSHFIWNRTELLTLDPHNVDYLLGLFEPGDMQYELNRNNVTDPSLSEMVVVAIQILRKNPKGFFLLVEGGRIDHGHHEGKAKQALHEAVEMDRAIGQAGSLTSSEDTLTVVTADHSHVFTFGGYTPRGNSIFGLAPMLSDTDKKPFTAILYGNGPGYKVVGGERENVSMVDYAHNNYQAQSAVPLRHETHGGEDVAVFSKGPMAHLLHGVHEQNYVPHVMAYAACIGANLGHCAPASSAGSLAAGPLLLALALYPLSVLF
TNAP inh noacc – TNAP (human) inhibition, acceptor-free conditions; P05186; purified TNAP, CDP-star luminescence, 30 min; inhibition, % at 20 µM; 0.26% of 200,000 active;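 active means tissue-nonspecific alkaline phosphatase inhibition above about 50% at 20 µM in the single-dose screen, limit read from the data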;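 further: 0% = DMSO negative control and 100% = EDTA positive control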
RAM network inh – blocks the yeast RAM network. S. cerevisiae dse1pr::URA3 reporter, 5-FOA growth OD615, 2 d; analog-sensitive cbk1-as2 kinase mutant strain. inhibition, % at 50 µM. 1.8% of 190,000 active. AID 868;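 active means inhibition above a set limit, 3 SD over mean compound inhibition, cut at about 8.4% in these data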;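 further: 0% = DMSO-only wells with no growth and 100% = 10 µM 1-NA-PP1 full growth; inhibition rescues growth on 5-FOA so higher OD means more RAM inhibition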
Lmaj promast – inhibitors of Leishmania major promastigote growth | inhibition, % at 10 µM | 9% of 200,000 active | Leishmania major promastigotes, resazurin fluorescence viability; in the data active means inhibition above about 50%;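 further: promastigotes grown with compound for 44 hours at 28 °C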
Active calls of the source: *; / = not tested or not shown. Not a hit list (roughly 12% active in at least one column).

SMILES	DTT redox prof	PMI activator	HMGR II inh	PMI act hi M6P	S1P3 antagonist	Hsp70 activator	TNAP inh hi DEA	TNAP inh noacc	RAM network inh	Lmaj promast
CCOc1ccc(S(=O)(=O)NC2CCCCCC2)cc1	0.0	1	-3	1	2	0.0	-7	-9	0.1	-3
CC12CN3CC(C)(CN(C1)C3c1ccc(Br)cc1)C2=O (stereo unspecified)	-0.1	1.2	-3	1.1	-24	0.0	-8	-2	1.3	6
OCc1n[nH]c(CO)n1	-1.6	0.9	-2	1	-34	-0.2	1	8	2.7	-7
N=C1S/C(=C\c2ccc(-c3cccc(Cl)c3)o2)C(=O)N1c1nccs1	1.1	1.2	-7	1.3	-6	0.0	28	28	3.4	99*
CCOC(=O)CSc1cc(C)nc(NC(C)=O)n1	-0.9	0.9	3	0.9	-30	-0.5	0	-2	1.4	3
COC(=O)c1ccc2nc(C)cc(Nc3ccc(N(C)C)cc3)c2c1	0.1	1.1	-2	1.1	-12	-0.2	5	-2	0.8	67*
CCn1nnc(-c2ccccc2NS(=O)(=O)c2ccc(S(=O)(=O)N3CCCCCC3)cc2)n1	-2.9	0.9	-8	0.8	12	-0.3	-1	-4	6.1	19
Cc1ccccc1-c1nc(CN2CCC(C(=O)NCc3cccs3)CC2)c(C)o1	0.8	1	-1	1	/	-0.5	4	-6	2.3	2
COc1cc(O)c2c(c1)OC(C)(C)CC2=O	-0.4	1	4	1.1	1	-0.2	-5	-4	1.2	-4
CC1(C)Oc2ccc(C(=O)N3CCOCC3)cc2N(CC(=O)N2CCOCC2)C1=O	-1.6	1	-1	1	8	-0.2	-10	-8	-0.8	-3
C/C(=N\NS(=O)(=O)c1ccc(C)cc1)c1cc2ccccc2oc1=O	-0.8	1.3	-4	1	-14	0.1	-2	-5	0.5	-5
COc1ccc(CNC(=O)[C@H](C)[C@@H]2C[C@@]2(C)[C@@H](NC(=O)OCc2ccccc2)c2ccccc2)cc1OC	-0.3	0.9	-10	0.8	7	-0.3	-7	-36	4.7	19
COc1ccc(Br)cc1C(=O)Nc1ccc(C(=O)NCC(C)C)cc1	-0.8	0.9	-4	0.9	9	-0.3	0	0	2.0	-1
CCN(CC)C(=O)C(=O)c1cn(CC(=O)NCC2CCCO2)c2ccccc12 (stereo unspecified)	-0.8	0.9	-1	0.9	-5	-0.4	-5	-3	0.5	0
CCN(CC)CCNS(=O)(=O)c1ccc(C(=O)NN)cc1	-3.1	1.3	-4	1.1	-21	-0.1	-4	-9	-0.1	-3
COc1cccc(C2C(C(=O)c3cccs3)=C(O)C(=O)N2CCCn2ccnc2)c1OC (stereo unspecified)	/	1.2	/	1.2	-16	/	-5	-11	/	/
COc1ccc(-n2c(=O)c3ccccc3n(CC(=O)NC3CCCC3)c2=O)cc1	-0.5	0.8	1	0.9	-35	-0.2	-1	-6	3.0	-5
O=C(c1cccs1)N(Cc1ccco1)c1nc(-c2ccc(F)cc2)cs1	0.8	0.9	-1	0.9	/	-0.1	-4	-12	6.5	2
CCOc1ccc(C(=O)Nc2nccs2)cc1[N+](=O)[O-]	-0.5	0.8	-2	0.9	-2	-0.1	3	-9	0.8	48
O=C(Cn1nc(-c2ccccc2)nc1-c1ccccc1)N1CCOCC1	0.8	1	0	1	-35	-0.1	-2	6	0.8	3
Cc1ccc(C(=O)Nc2ccccc2NC(=O)c2ccc(C)o2)o1	-0.7	1	0	1	-13	-0.3	-7	-13	1.6	1
Cc1nc2ccccc2c(=O)n1/N=C1\C(=O)N(C)c2ccccc21	-0.2	/	-3	/	1	0.0	3	6	1.6	7
Cc1ccc(NC(=S)NC2CCN(Cc3ccccc3)CC2)cc1C	-0.5	1	-8	1	-11	0.0	-4	-15	2.1	94*
O=C(OCc1cc(Cl)ccc1OC(F)F)c1cncc(Br)c1	0.1	1	-5	1	12	-0.1	-1	3	1.7	-8
COc1ccc(NC(=O)CCCn2c(=S)[nH]c3ccccc3c2=O)cc1	0.6	0.9	-9	0.9	/	0.1	-4	-2	1.9	-1
O=C(Nc1nnc(-c2ccc(Cl)cc2)o1)Nc1ccccc1Cl	-4.3	0.9	2	0.9	/	0.0	-3	-2	1.9	-4
O=C(NC1CCCCC1)c1cc(-c2ccccn2)nc2ccccc12	-0.9	1.1	-3	1.1	-19	-0.2	-1	-5	4.3	3
O=c1c2ccccc2nc2c3ccccc3c(NCCN3CCOCC3)nn12	0.5	1	0	1	/	0.5	-8	-5	5.3	100*
COc1ccc(C(=O)NNC(=O)c2cc3cccc(OC)c3oc2=O)cc1	-0.8	1	-8	1	4	-0.1	1	-10	2.7	15
O=C(NCC1CCCO1)c1ccccc1S(=O)(=O)c1ccc([N+](=O)[O-])cc1 (stereo unspecified)	-1.6	1.1	-6	1	-26	-0.1	-8	-9	0.4	-9
COC(=O)c1cc(-c2c(C)nn(-c3ccccc3)c2C)n[nH]1	0.2	1	-8	1	-2	-0.4	-1	10	-0.6	30
Cc1cccc(CCNC(=O)C2CCN(S(=O)(=O)c3cccc4nsnc34)CC2)c1	-0.1	1	-5	1	/	-0.5	-6	-2	1.1	0
CC(=O)Oc1ccccc1N(C(C)=O)S(=O)(=O)c1cccc([N+](=O)[O-])c1	-1.2	1	5	1	1	-0.3	-3	1	-0.1	5
OCC1(CCOc2ccccc2)CCN(Cc2cccn2-c2ncccn2)CC1	-1.6	0.9	1	1	8	-0.1	-6	-10	2.2	30
CCN(CC)C(=O)CSc1nnc(-c2ccccc2)n1N	-0.1	1	1	0.9	/	-0.6	-8	-3	1.2	-2
CCCCc1ccc(NC(=O)COc2ccc(C(=O)Nc3ccccc3C)cc2)cc1	0.5	1	3	1	3	-0.4	-4	-13	2.7	13

Pulled one by one from above:
SMILES	DTT redox prof	PMI activator	HMGR II inh	PMI act hi M6P	S1P3 antagonist	Hsp70 activator	TNAP inh hi DEA	TNAP inh noacc	RAM network inh	Lmaj promast
O=C(NC1CCCCC1)c1cc(-c2ccccn2)nc2ccccc12	-0.9	1.1	-3	1.1	-19	-0.2	-1	-5	4.3	3
OCC1(CCOc2ccccc2)CCN(Cc2cccn2-c2ncccn2)CC1	-1.6	0.9	1	1	8	-0.1	-6	-10	2.2	30
O=c1c2ccccc2nc2c3ccccc3c(NCCN3CCOCC3)nn12	0.5	1	0	1	/	0.5	-8	-5	5.3	100*
CCCCc1ccc(NC(=O)COc2ccc(C(=O)Nc3ccccc3C)cc2)cc1	0.5	1	3	1	3	-0.4	-4	-13	2.7	13
O=C(NCC1CCCO1)c1ccccc1S(=O)(=O)c1ccc([N+](=O)[O-])cc1 (stereo unspecified)	-1.6	1.1	-6	1	-26	-0.1	-8	-9	0.4	-9
CC(=O)Oc1ccccc1N(C(C)=O)S(=O)(=O)c1cccc([N+](=O)[O-])c1	-1.2	1	5	1	1	-0.3	-3	1	-0.1	5

New compounds follow.
SMILES	DTT redox prof	PMI activator	HMGR II inh	PMI act hi M6P	S1P3 antagonist	Hsp70 activator	TNAP inh hi DEA	TNAP inh noacc	RAM network inh	Lmaj promast
CCn1cc(S(=O)(=O)CC(=O)Nc2cc(C)on2)c2ccccc21	-0.7	1.1	-8	1	/	-0.1	2	7	0.2	0
O=C(CS(=O)(=O)c1c[nH]c2ccccc12)N1CCc2ccccc21	0.2	0.9	0	0.9	-6	-0.3	15	31	4.5	4
O=C(Cc1ccc(Cl)c(Cl)c1)Nc1cccc2ncccc12	-0.4	1	-9	0.9	-12	-0.4	-3	-4	3.5	0
COCCN(C(=O)CCC(=O)Nc1cccnc1)C(C(=O)NC1CCCCC1)c1ccccc1 (stereo unspecified)	-1.6	1.1	3	1.1	0	-0.1	-5	-16	1.0	-5
CS(=O)(=O)N1CCN(c2ccc(NC(=O)c3ccc(Br)o3)cc2)CC1	2.4	0.8	-10	0.9	-18	0.2	4	-10	0.1	7
COc1ccc(NC(=O)N2CCC(O)(c3cccnc3)CC2)c(OC)c1	3.5	0.9	-9	1	-4	-0.3	-7	-9	1.3	-3
O=C(CSc1nnc(-c2ccc(Cl)s2)o1)N1CCCc2ccccc21	0.2	1.2	-1	0.9	-11	0.2	-9	-15	14*	-4
CC(C)c1nnc(NC(=O)CSc2ccccc2)s1	-0.3	0.9	1	0.9	/	-0.2	-2	3	-0.4	-2
O=c1cnn([C@@H]2O[C@H](CO)[C@@H](O)[C@H]2O)c(=O)[nH]1	-1.1	1	-7	1	-5	-0.3	3	-5	0.0	-5
CN(C)c1cccc(C(=O)OCC(=O)N2CCc3ccccc3C2)c1	-0.5	0.9	-5	1	2	-0.2	-4	-15	0.5	3
O=C(CCCOc1ccc(Cl)cc1Cl)N/N=C/c1ccccc1	-0.2	0.7	2	0.8	1	-0.2	-5	-4	12*	3
CCOC(=O)C1CCN(CC(=O)N(CC(C)C)c2c(N)n(CC(C)C)c(=O)[nH]c2=O)CC1	0.7	0.9	0	0.9	-12	-0.2	-2	-17	1.2	-4
COc1cc(NC(=O)C23CC4CC(C2)CC(n2cnc([N+](=O)[O-])n2)(C4)C3)cc(OC)c1	0.1	0.9	-4	0.7	-16	-0.1	2	0	0.1	76*
COc1ccc(C(=O)NC2CC3CCCC(C2)N3CC(C)C)cc1OC (stereo unspecified)	0.5	1.1	-4	0.9	1	-0.1	-2	-2	0.3	7
COc1cccc(Nc2ncccc2C(=O)NCc2ccccc2)c1	-0.1	0.7	1	0.8	-27	-0.3	-4	-14	1.7	6
Cn1nnnc1SCc1ccccc1[N+](=O)[O-]	-3.9	1	2	1	/	0.4	0	-8	5.1	-1
COc1ccc(NC(=O)c2ccccc2NC(=O)CSc2ccccc2)cc1	-0.2	1	-2	1	-5	0.3	4	-1	1.0	-1
O=C(O)c1ccccc1O	0.3	1.2	-1	1.2	1	-0.2	-2	-11	1.0	-7
O=[N+]([O-])c1ccc(NCCCN2CCOCC2)c(Cl)c1	-3.9	1	-3	1	/	0.2	-1	-3	0.8	90*
CCCCNc1nc(=S)[nH]c2cc(OC)c(OC)cc12	-0.3	1	1	1	/	-0.1	1	-8	0.1	26
O=C(c1ccc(COc2ccc(F)cc2)o1)n1cccn1	2.0	1.1	0	1	6	0.0	-2	5	1.1	-6
Cc1ccc(-c2csc3ncnc(OCC(=O)NC(=O)NCc4ccco4)c23)cc1	-2.3	1	-6	1	-13	0.0	-5	-5	3.5	3
NS(=O)(=O)c1ccc(Nc2nc(-c3ccc(O)cc3)cs2)cc1	3.5	0.8	-5	0.9	-5	-0.3	-1	-2	-0.2	-5
COc1cccc(NC(=O)c2ccccc2-c2nc(-c3ccc(F)cc3)no2)c1	2.8	0.9	2	0.9	19	-0.5	-2	-5	2.1	0

Bioassay records from PubChem.
